Mm-Cpn inhibitor: M. maripaludis TRiC chaperonin inhibition | purified Mm-Cpn ATPase, ADP Transcreener TR-FRET | Potency, µM (series often up to 76.9 µM), without a hit: at the top dose activity, negative = inhibition, actives largely listed as inhibitors | actives 0.031% (n = 330,000) | AID 504842; further: potency means the concentration at half of the fitted maximal effect; on the % scale 0 is the no-effect control and ±100 the full control effect; nearly all actives have a fitted effect of over 80% in size
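Purified archaeal chaperonin (25 nM final) was preincubated with compound for 10 min at 37°C, then ATP (10 uM final) was added for 30 min at 37°C in Tris pH 7.4/KCl/MgCl2/DTT buffer. ADP was quantified by HTRF Transcreener TR-FRET.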
Nrf2 inh: Nrf2 pathway inhibition; A549 ARE-Fluc reporter, luciferase luminescence, 18-24 h; actives 2.1% (n = 360,000); Potency, µM (doses to about 46 µM), for the others: at the top dose activity change, negative = inhibition, most hits filed as inhibitors; AID 504444; further: potency means the concentration at half of the fitted maximal effect; on the % scale 0 is the no-effect control and ±100 the full control effect; nearly all actives have a fitted effect of over 60% in size
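Nrf2 function is reported as luminescence of an ARE-controlled luciferase in A549 cells. Compounds were tested at several concentrations, and a CellTiter-Fluor read on the same wells flagged cytotoxicity.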
CCT chaperon mod: changes cytosolic chaperonin activity; purified chaperonin ATPase assay, HTRF ADP detection, 30 min; activity change, % (concentration not given with the values), hits read low; actives 0.3% (n = 360,000); AID 651819; in the data active means activity change below about -30%; further: on the % scale 0 is the no-effect control and ±100 the full control effect
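First, chaperonin was dispensed at 40 nM or 20 nM final depending on batch activity. Next, compounds were pinned at 76 uM and ATP added at 10 uM. After 30 min at 37 °C, ADP detection reagents ran 30 min at ambient temperature.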
ATXN viability: cell viability loss in ATXN counter-screen; S2 cells (HEK-293 line with an ATXN2-luciferase reporter) viability, CellTiter-Fluor protease fluorescence, 24 h; Potency, µM (titrated, usually from 56.7 µM), hits mostly cytotoxic; actives 0.49% (n = 400,000); AID 651635; further: potency means the concentration at half of the fitted maximal effect; nearly all actives have a fitted effect of over 40% in size
TGFb inhibitor: blocks TGF-b signaling | Potency, µM (top dose mostly 46.1 µM), for inactives: at the top dose activity, negative = inhibition, most hits filed as inhibitors | HepG2 CAGA-GFP TGF-b/SMAD3 reporter, GFP fluorescence, 18 h; TGF-beta stimulated, 500 pg/mL final | actives 1.2% (n = 410,000); further: potency means the concentration at half of the fitted maximal effect; on the % scale 0 is the no-effect control and ±100 the full control effect; nearly all actives have a fitted effect of over 65% in size
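HEPG2 CAGA-GFP cells (1000/well, DMEM with 1% FBS) were pre-incubated 2 h at 37 degrees C, given compound by pin tool, then stimulated with TGF-beta at 500 pg/mL final for 18 h before per-cell GFP fluorescence imaging.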
Nrf2 activator: activators of Nrf2 (ARE) signaling | AREc32 ARE-luciferase reporter (MCF7-derived line), luminescence, 24 h | actives 0.31% (n = 410,000) | AID 624171 | Potency, µM (doses to about 46.1 µM), for inactives: at the highest dose activation, hits mostly activators; further: potency means the concentration at half of the fitted maximal effect; % of control where 0% means no effect; nearly all actives have a fitted effect of over 65% in size
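For detection, Steady-Glo was added and plates sat 30 min at RT; before that, AREc32_Fluc cells grown overnight in OPTI-MEM/5% FBS had been treated with 23 nL compound for 24 hr at 37 deg C.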
A549 tox: kills or reduces viability of A549 cells in Nrf2 counter-screen. A549 ARE-Fluc cells, CellTiter-Fluor viability, 18-24 h. Potency, µM (titrated, usually from 46 µM), for the others: at the highest dose activity change, negative = cytotoxicity, hits mostly inhibitors. actives 0.16% (n = 390,000); further: potency means the concentration at half of the fitted maximal effect; on the % scale 0 is the no-effect control and ±100 the full control effect
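A549 ARE-Fluc cells in 5% FBS OPTI-MEM, 5000 cells/well, rested 2 h then exposed to compounds in concentration-response for 18-24 h at 37 °C. Viability by CellTiter-Fluor fluorescence (Ex 405/Em 525) after 30 min; luciferase luminescence (BugLite, 15 min, RT) read afterwards.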
HepG2 tox: kills HepG2 cells in TGF-b inhibitor counter-screen; HepG2 CAGA-GFP viability, ATP luminescence, 18 h; Potency, µM (highest dose often 46.1 µM), for inactives: at the highest dose activity change, negative = cytotoxicity, actives largely listed as cytotoxic; actives 0.76% (n = 410,000); further: potency means the concentration at half of the fitted maximal effect; some results filed as inactive show a strong effect at the top dose
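HepG2 CAGA-GFP cells (1000/well, DMEM with 1% FBS) received compound, then TGF-beta at 500 pg/mL final, and were incubated 18 hours at 37 degrees C. Viability was read by CellTiter-Glo luminescence. Media-only wells were set as complete cell-killing and DMSO as no toxicity.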
pAkt inh: blocks phosphorylation of Akt; Neuro2A IGF-stimulated pAkt S473 HTRF, 20 min; active compounds read low; activity change, % for hits at 50 µM; actives 0.32% (n = 360,000); AID 651550; in the data active means activity change below about -80%; inconclusive means mostly about -51% to -80%; further: on the % scale 0 is the no-effect control and ±100 the full control effect
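Neuro2A cells in DMEM with 0.5% FBS, overnight at 37 deg C, given compound at single 50 µM final, then IGF (6 nM final) for 20 min at 37 deg C. Lysed; phospho-Akt Ser473 by HTRF after 24 h, 665/615 ratio.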
The depositor's hits bear a star; i = inactive; u = inconclusive; x = not tested or not shown; [ ] = another dose, or the depositor's remark. Unless noted, the call rests on the fitted dose curve; in most records, active means well fitted curve in the direction sought with a large enough effect; inconclusive means small, poorly fitted or top-dose-only effect, or another doubt; inactive means no such curve, though single readings can be large; an effect the other way counts as inactive or inconclusive.

SMILES | Mm-Cpn inhibitor | Nrf2 inh | CCT chaperon mod | ATXN viability | TGFb inhibitor | Nrf2 activator | A549 tox | HepG2 tox | pAkt inh
COc1ccc(-c2csc(C(C)(NC(C)=O)c3ccccc3)n2)cc1 (stereo unspecified) | x | x | -23 | i | 3% | -0.2% | x | -11% | i
COc1ccc(NC(=O)C2CCCO2)cc1OC (stereo unspecified) | 2% | 17% | 0.3 | i | 21% | -0.4% | 1% | 2% | i
Cc1ccc(-n2nc(C(=O)Nc3ccc(F)cc3F)c3c4ccccc4n(C)c3c2=O)cc1 | x | 11% | x | i | -9% | -0.4% | -1% | -15% | x
CC(=O)Nc1ccn(C2CC3OCC(NC(=O)C(Cc4ccccc4)NC(=O)OC(C)(C)C)C3O2)c(=O)n1 (stereo unspecified) | x | 23% | x | x | 0% | x | -3% | 7% | x
COC(=O)c1ccc2c(=O)n(CCCCCC(=O)NCc3ccc(Cl)cc3)c(=O)[nH]c2c1 | x | x | x | x | u | 5.0% | 7% | -7% | x
Cc1cc2nc(-c3ccc(SCC(=O)N4CCN(C(=O)c5ccco5)CC4)nc3)[nH]c2cc1C | -4% | 11% | 3.4 | i | 2% | 0.0% | -1% | -42% | -94%*
CCOC(=O)c1ccn(S(=O)(=O)c2ccc(C)cc2)c1-c1ccccc1 | x | x | -15 | i | u | 5.2% | x | -28% | i
O=C(C1CCCN1S(=O)(=O)c1cccc2cccnc12)N1CCn2c1nc1ccccc12 (stereo unspecified) | 0% | 3% | -1.1 | i | -4% | 12% | 2% | -6% | i
Cc1ccc(/C=N/NC(=O)c2cc(-c3ccccc3)nc3ccccc23)o1 | -3% | u | -0.7 | i | -20% | 0.0% | -4% | -25% | i
Cc1cnc(=O)[nH]c1SCc1ccc([N+](=O)[O-])cc1 | 1% | u | -1.8 | i | 7% | 3.2% | 18% | -14% | i
CC(=O)c1cccc(NC(=O)C2CCN(S(=O)(=O)c3ccc(C)cc3)CC2)c1 | 0% | x | -5.3 | i | -24% | 3.9% | -7% | -5% | i
COCCN(C(=O)COC(=O)/C=C/c1cccc(OC)c1)c1c(N)n(CC(C)C)c(=O)[nH]c1=O | -1% | 16% | 0.5 | i | -8% | 15% | -2% | -18% | i
Cc1cccc(C)c1OCC(C)N (stereo unspecified) | -2% | 8% | -0.6 | i | 15% | 0.4% | -2% | 2% | i
Cc1ccc2nc3c(cc2c1)c(NC(=O)C(C)(C)C)nn3CC(C)C | 1% | -13% | -1.0 | x | 8% | -0.4% | 9% | -5% | i
CCNS(=O)(=O)c1ccc(CCC(=O)Nc2ccc(C(=O)OC)cc2)cc1 | -5% | u | 0.0 | i | -1% | 0.4% | 0% | 1% | i
CCOC(=O)c1c(NC(=O)OC)sc2c1CCC2 | 0% | -5% | -2.8 | i | 10% | 3.8% | 4% | -1% | i
Cc1ccc(N2CCCCn3c2nc2c3c(=O)[nH]c(=O)n2C)cc1 | 0% | x | -2.9 | i | 9% | 0.4% | 6% | -14% | i
CCCCC[C@@H](C)N1C[C@H](COCc2ccccc2)Oc2cc(N3CCC[C@H]3C(N)=O)ccc2S1(=O)=O | x | x | 0.2 | u | x | 0.4% | x | x | i
COc1ccccc1-c1cc(C(F)(F)F)nc(N2CCN(c3ccccc3)CC2)n1 | 0% | 20% | 0.4 | i | 0% | 0.1% | -2% | -1% | i
Cc1ccc(S(=O)(=O)NC(C(=O)N2CCOCCOCCOCC2)c2ccccc2)cc1 (stereo unspecified) | 2% | -8% | -0.4 | i | 4% | 0.1% | -8% | 2% | i
CCCNC(=S)N1CCN(C)CC1 | 1% | -9% | -4.1 | i | 0% | -0.7%[9.22 µM] | 5% | 3% | i
COc1ccc(OC)c(S(=O)(=O)NC(=O)C2(C)CCN2C(=O)Cc2ccccc2Cl)c1 (stereo unspecified) | x | x | -2.7 | i | 14% | -0.7% | x | 19% | i
CCC(Sc1nc2cc(OC)c(OC)cc2c(=O)n1Cc1ccc(Cl)cc1)C(=O)NCCOC (stereo unspecified) | x | x | x | x | 3% | 0.2% | 1% | -29% | x
COCCNC(=S)Nc1ccccc1[N+](=O)[O-] | u | 3% | 1.6 | i | 24% | 1.1% | 3% | 4% | i

4 compounds from above, limited to TGFb inhibitor and ATXN viability.
SMILES	TGFb inhibitor	ATXN viability
CCC(Sc1nc2cc(OC)c(OC)cc2c(=O)n1Cc1ccc(Cl)cc1)C(=O)NCCOC (stereo unspecified)	3%	x
COCCNC(=S)Nc1ccccc1[N+](=O)[O-]	24%	i
Cc1ccc2nc3c(cc2c1)c(NC(=O)C(C)(C)C)nn3CC(C)C	8%	x
CCNS(=O)(=O)c1ccc(CCC(=O)Nc2ccc(C(=O)OC)cc2)cc1	-1%	i

Fetched by structure from the list above (four):
SMILES | Mm-Cpn inhibitor | Nrf2 inh | CCT chaperon mod | ATXN viability | TGFb inhibitor | Nrf2 activator | A549 tox | HepG2 tox | pAkt inh
Cc1ccc(S(=O)(=O)NC(C(=O)N2CCOCCOCCOCC2)c2ccccc2)cc1 (stereo unspecified) | 2% | -8% | -0.4 | i | 4% | 0.1% | -8% | 2% | i
CCCNC(=S)N1CCN(C)CC1 | 1% | -9% | -4.1 | i | 0% | -0.7%[9.22 µM] | 5% | 3% | i
COc1ccccc1-c1cc(C(F)(F)F)nc(N2CCN(c3ccccc3)CC2)n1 | 0% | 20% | 0.4 | i | 0% | 0.1% | -2% | -1% | i
Cc1ccc2nc3c(cc2c1)c(NC(=O)C(C)(C)C)nn3CC(C)C | 1% | -13% | -1.0 | x | 8% | -0.4% | 9% | -5% | i

(cont.)
SMILES | Mm-Cpn inhibitor | Nrf2 inh | CCT chaperon mod | ATXN viability | TGFb inhibitor | Nrf2 activator | A549 tox | HepG2 tox | pAkt inh
COc1ccc(Cl)cc1N(CC(=O)N(C)C)S(=O)(=O)c1ccc(C)c([N+](=O)[O-])c1 | 0% | 15% | -2.2 | x | -8% | 0.0% | -1% | -4% | i
COc1ccc(CNC(=O)COC(=O)c2ccc(OCc3c(C)noc3C)cc2)cc1OC | 0% | -3% | -2.2 | i | u | 0.0% | 8% | -22% | i
CCN(CC)S(=O)(=O)c1ccc(N2CCOCC2)c(NC(=S)NC(=O)c2ccco2)c1 | -2% | -25% | 1.9 | i | 4% | 1.8% | 8% | 9% | i
Cc1ccc(S(=O)(=O)Nc2cc3c(cc2Cl)n(C)c(=O)c(=O)n3C)cc1 | x | -6% | x | i | -23% | 0.9% | -4% | -37% | x
COc1ccc(-n2nnnc2SC(C)C(=O)NC2CCCC2)cc1 (stereo unspecified) | 3% | -25% | 2.6 | i | 1% | -0.6% | 0% | 1% | i
O=C(Nc1ccccc1N1CCCC1)c1cccnc1Cl | -1% | -13% | 0.0 | i | 0% | 0.2% | -5% | -3% | i
Cn1c(=NC(=O)c2ccccc2[N+](=O)[O-])sc2cc(S(C)(=O)=O)ccc21 | 2% | u | -0.7 | i | 3% | 0.2%[9.22 µM] | -1% | -18% | i
CN(C)/N=C/C=C1\CCC/C(=C\c2ccc(F)c(F)c2)C1=O | 2% | u | 0.6 | u | u | 18µM* | -28% | -20% | i
CCN(CC)CC(O)CNc1ccnc2c(Cl)ccc(Cl)c12 (stereo unspecified) | x | -7% | -0.3 | u | 24% | 2.2% | u | 4% | i
CN(CC(=O)Nc1ccc(Cl)c(C(F)(F)F)c1)C(=O)c1ccc(S(=O)(=O)N2CCOCC2)cc1 | x | u | -1.2 | u | u | 0.5% | -18% | -23% | i
Cc1ccc(C(=O)NNC(=O)CCCCC(=O)NNC(=O)c2ccc(C)cc2)cc1 | -1% | -15% | -1.4 | i | 2% | -1.4% | 0% | -20% | i
O=C(OCc1c(-c2ccccc2)ncc2ccccc12)c1ccc(Br)cc1 | -2% | 15µM* | -1.5 | i | -1% | -0.4% | -6% | 2% | i
Cc1ccc(Nc2cc(=O)oc3ccccc23)c(C)c1 | 1% | -13% | 0.5 | x | 2% | 0.1% | -10% | -1% | x
O=C(Nc1nccs1)c1cc2sccc2n1Cc1ccc(F)cc1 | u | -14% | -1.1 | i | -23% | 0.4% | -7% | -23% | i
Cn1cc(C(=O)c2cccc(Cl)c2Cl)cc1C(=O)O | 0% | 8% | 0.8 | i | -8% | 0.8% | -10% | -28% | i
CC1C(=O)N2CCCc3cc(S(=O)(=O)NCc4ccc(Cl)cc4)cc1c32 (stereo unspecified) | 3% | u | -1.7 | i | -16% | 0.0% | -10% | -6% | i
CC(C)CC(=O)NC(=S)NCCc1ccccc1 | 3% | 1% | -3.0 | i | -6% | -0.2% | -12% | -20% | i
Cc1cccc(NC(=O)N2CCC(C(=O)c3ccc(F)cc3)CC2)c1 | -4% | u | 2.8 | i | -12% | 2.5% | -10% | 6% | i
Clc1ccc(-c2ccc(CNCCSc3nnnn3-c3ccccc3)o2)cc1 | x | 14% | x | i | u | 11% | 6% | -57% | x
CCOC(=O)c1ccc(NC(=O)C(Cc2ccccc2)NS(=O)(=O)c2ccc(Br)s2)cc1 (stereo unspecified) | x | 10% | x | i | -8% | -0.3% | 2% | -2% | x
CC(/C=C1\SC(=S)N(c2ccc(C(=O)O)cc2)C1=O)=C\c1ccccc1 | -1% | 3% | -0.6 | i | u | -0.8% | -7% | -30% | i
COc1cccc(NC(=O)CN(C)C(=O)Cn2[nH]c(=O)c3ccccc3c2=O)c1 | -8% | -10% | -2.2 | i | 2% | 0.3% | -1% | -8% | i
